Screening data from PubChem.
mIAP activ – increases mouse intestinal alkaline phosphatase activity; AID 2805; activation factor at 10 µM; hit rate 0.24% among 330,000; muIAP, CDP-Star luminescence, 30 min; stronger effect = higher value; 1 = vehicle-only enzyme signal, 0 = enzyme-free wells;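 active = activation factor of at least 2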; note: the source names both 10 and 20 µM as test concentration; values of inactives mirror those of a sister screen read the other way
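Assay system: mouse IAP enzyme; reagent: chemiluminescent substrate CDP-Star; dosing: test compounds delivered from DMSO solution; schedule: 30 min at room temperature; measured by: luminescence from enzymatic CDP-Star hydrolysis; controls: DMSO-only wells and no-enzyme negative control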
APOBEC3A inh – inhibitors of human APOBEC3A DNA deaminase. inhibition, % at 20 µM. recombinant A3A, FAM/TAMRA ssDNA deamination fluorescence. P31941. hit rate 0.41% among 330,000. AID 493011;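 active = at least 40% inhibition at 20 µM here, with at most 30% in a related deaminase screen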;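 note: plate controls were A3A with DMSO for no effect and wells lacking A3A enzyme for full effect; some results filed as inactive read as strong as hits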
Target sequence (P31941 whole entry, looked up): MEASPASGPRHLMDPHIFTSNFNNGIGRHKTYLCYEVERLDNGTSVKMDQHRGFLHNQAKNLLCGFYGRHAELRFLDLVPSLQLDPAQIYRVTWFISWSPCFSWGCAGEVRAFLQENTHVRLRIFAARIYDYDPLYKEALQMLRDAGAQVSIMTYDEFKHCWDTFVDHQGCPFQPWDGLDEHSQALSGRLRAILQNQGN
mIAP inh – mouse IAP inhibition | purified mouse IAP, CDP-Star luminescence, 30 min | inhibition, % at 10 µM | hit rate 0.2% among 330,000 | AID 2806;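 active = inhibition of at least 40% at 10 µM in the primary screen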;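 note: plate controls were DMSO with enzyme for no effect and no enzyme wells for full effect; values of inactives mirror those of a sister screen read the other way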
hIAP act – human IAP activation. purified human IAP, CDP-Star luminescence, 30 min; stronger effect = higher value; 1 = vehicle-only enzyme, 0 = enzyme-free background. activation factor at 10 µM. AID 2524. hit rate 0.16% among 330,000;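 active = activation factor of the enzyme at least 2-fold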; note: the source names both 10 and 20 µM as test concentration; values of inactives mirror those of a sister screen read the other way
Target sequence (P09923 whole entry, looked up): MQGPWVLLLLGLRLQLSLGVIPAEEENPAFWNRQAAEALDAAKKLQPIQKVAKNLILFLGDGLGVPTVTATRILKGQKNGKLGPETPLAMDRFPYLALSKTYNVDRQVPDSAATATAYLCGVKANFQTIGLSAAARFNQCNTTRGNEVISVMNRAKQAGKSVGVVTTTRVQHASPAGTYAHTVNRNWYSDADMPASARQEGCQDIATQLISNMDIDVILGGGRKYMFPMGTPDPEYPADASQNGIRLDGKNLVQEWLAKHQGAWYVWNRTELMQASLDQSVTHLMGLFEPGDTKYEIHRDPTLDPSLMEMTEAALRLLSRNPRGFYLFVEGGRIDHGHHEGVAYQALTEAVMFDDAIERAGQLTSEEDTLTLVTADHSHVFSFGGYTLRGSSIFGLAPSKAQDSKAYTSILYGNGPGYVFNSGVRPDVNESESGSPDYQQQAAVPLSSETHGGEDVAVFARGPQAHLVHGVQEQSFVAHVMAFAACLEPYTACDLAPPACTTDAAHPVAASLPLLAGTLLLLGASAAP
hIAP block – blocks human intestinal alkaline phosphatase | P09923 | purified IAP, CDP-Star luminescence, 30 min | inhibition, % at 10 µM | hit rate 0.12% among 330,000 | AID 2544;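 active = inhibition reaching a set limit with compound at 10 µM in the primary screen, cut at about 35% in these data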;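 note: plate controls were DMSO wells with enzyme for no effect and no-enzyme buffer wells for full effect; values of inactives mirror those of a sister screen read the other way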
PfG6PD inh – PfG6PD (Plasmodium falciparum) enzyme inhibition | AID 504690 | inhibition, % at 20 µM | hit rate 0.78% among 350,000 | PfGluPho enzyme, NADPH resazurin-diaphorase fluorescence;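 active = inhibition reaching at least a set limit at 20 µM in the primary screen, cut at about 59% in these data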;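 note: 0% = DMSO wells with substrate and 100% = DMSO wells lacking glucose-6-phosphate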
HKDC1 inh – blocks human hexokinase HKDC1 activity; inhibition, % at 20 µM; hit rate 0.16% among 340,000; Q2TB90; recombinant HKDC1, G6PDH/diaphorase resazurin coupled fluorescence;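 active = inhibition above about 35% when tested at 20 µM, limit read from the data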;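 note: plate controls were DMSO wells with enzyme for no effect and DMSO wells lacking enzyme for full effect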
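Test system: HK5 enzyme. Quantity: 5 µg/mL HK5 final. Reagent: glucose and ATP substrates. Schedule: 90 min reaction incubation at room temperature, dark. Technique: resazurin-to-resorufin fluorescence via G6PDH and diaphorase coupling, 525/613 nm. Control set: DMSO wells with and without enzyme mix.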
ATG4B inh – inhibitors of human ATG4B cysteine protease. AID 504462. inhibition, % at 8.33 µM. ATG4B cleavage of LC3-PLA2, NBD-HPC fluorescence, 1 h. hit rate 0.51% among 340,000; in the data active = inhibition above about 40%
Target sequence (Q9Y4P1 whole entry, looked up): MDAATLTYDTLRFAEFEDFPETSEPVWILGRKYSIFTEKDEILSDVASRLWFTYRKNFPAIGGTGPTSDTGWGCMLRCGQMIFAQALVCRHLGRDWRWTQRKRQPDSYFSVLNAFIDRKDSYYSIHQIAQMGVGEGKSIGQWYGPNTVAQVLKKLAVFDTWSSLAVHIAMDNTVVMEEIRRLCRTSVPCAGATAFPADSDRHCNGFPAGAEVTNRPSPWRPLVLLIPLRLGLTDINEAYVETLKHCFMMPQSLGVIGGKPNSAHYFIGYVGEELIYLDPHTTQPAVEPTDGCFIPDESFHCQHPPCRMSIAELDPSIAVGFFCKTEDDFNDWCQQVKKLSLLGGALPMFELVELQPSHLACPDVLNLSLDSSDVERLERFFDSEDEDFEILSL
* marks the source's active call; other numbers are inactive results; . = no result given; & = joins results of further samples. Random draw from the library; about 2.4% have a hit in one of these screens.

hIAP act	APOBEC3A inh	hIAP block	ATG4B inh	HKDC1 inh	PfG6PD inh	SMILES	mIAP activ	mIAP inh
1.1	0	-10	0	-1	-8	CCS(=O)(=O)NCC(c1ccco1)N1CCN(c2ccccc2)CC1 (stereo not given)	1.1	-12
1	-1	-2	-12	-5	-5	COCc1cc(C)[nH]c(=O)c1C(=O)NC12CC3CC(CC(C3)C1)C2	1.1	-9
0.95	-5	5	6	-12	0	Cc1ccc(NC(=O)CSC2=C(C#N)C(c3ccc4c(c3)OCO4)CC(=O)N2)cc1C (stereo not given)	0.95	5
0.99	2	0	38	3	42	Nc1nn(-c2ccccc2)c(N)c1N=Nc1cccc(F)c1	0.95	5
1	-2	0	6	3	23	Cc1cc(OCc2nc(-c3cccs3)no2)cc(C)c1Cl	0.91	9
0.99	-1	0	10	-2	1	COc1cc2nc(CC(C)C)n(NC(=O)c3ccccc3)c(=O)c2cc1OC	1	-4
0.82	-4	18	16	-5	14	S=c1[nH]nc(-c2ccccn2)n1/N=C/c1ccc(-c2ccccc2Cl)o1	0.83	17
1	-1	-5	-10	-2	38	CCOC(=O)CSc1nc(N)c(C#N)c(-c2ccc(OC)cc2)c1C#N	0.95	5
1.1	1	-11	-1	46*	80*	Cc1ccccc1/C=C/C(=O)c1ccc([N+](=O)[O-])o1	0.87	13
0.99	0	1	1	-2	-6	O=C(Nc1ccccc1N1CCCC1)C1CC(=O)N(Cc2ccccc2)C1 (stereo not given)	1	-4
1.1	0	-9	-2	-11	12	CCCNC(=O)c1c(Cl)cnn1-c1ccc(C)cc1	1	-4
0.84	-2	16	1	5	-12	O=c1c2cc(N3CCOCC3)ccc2[nH]c(=S)n1Cc1ccccc1Cl	0.91	9
1.1	4	-5	-4	-6	8	CCN(CC)CCNc1nc(-c2ccco2)c2c(c1C#N)CC(C)(C)OC2	1.1	-8
1.3	-5	-29	-10	-1	-6	CC1(c2ccc3ccccc3c2)NC(=O)N(CC(=O)N2CCN(Cc3ccc(C#N)cc3)CC2)C1=O (stereo not given)	1.1	-11
0.99	-5	1	-6	1	13	O=[N+]([O-])c1ccc(N2CCOCC2)cc1NCc1ccccc1	0.92	8
.	6	.	-2	-2	13	CCOC(=O)C1=C(C)N(C[C@@H]2CC[C@@H](Cc3ccc4cc(OC)ccc4c3)O2)C(=O)NC1c1ccc(OC)cc1 (stereo not given in full)	0.93	7
1	-4	0	13	-4	4	COc1cccc(/C=N/c2nc3ccccc3[nH]2)c1O	1	0
1	0	-4	-8	7	6	CSc1nc2nc(C)c(CCC(=O)OCC(=O)Nc3ccc(F)cc3)c(C)n2n1	0.98	2
0.99	1	1	7	-1	3	Cc1ccc(-c2csc(CC(N)=O)n2)cc1	1	-1
0.91	3	9	-3	-3	21	Cc1c(NC(=O)COC(=O)c2ccc(F)c(S(=O)(=O)N3CCOCC3)c2)c(=O)n(-c2ccccc2)n1C	1	0
1.2	4	-17	-8	6	-4	COc1ccc(CC(=O)Nc2nnc(SCC(=O)NCc3ccco3)s2)cc1OC	1.1	-9
0.97	0	3	0	-2	-3	O=C1c2ccccc2C(=O)N1Cc1cnc(N2CCN(c3ccccc3)CC2)s1	0.93	7
1.1	2	-9	8	18	-9	O=C(Nc1ccccc1F)c1ccc(CSc2ccccc2)o1	0.97	3
0.93	-3	7	-9	-4	-4	COc1ccccc1/C=N/NC(=O)c1cccc(NC(=O)c2ccccc2Cl)c1	0.93	7
0.89	-4	11	-18	-1	5	O=C(NCc1cccs1)c1cccc(S(=O)(=O)N2CCCCC2)c1	0.95	5
0.83	0	17	-11	-3	-9	O=C(C[n+]1cccc(O)c1)NCc1ccc(Cl)cc1	0.98	2
0.97	2	3	-1	-7	-12	COc1ccc(O)c(C2NC(CC(C)C)(C(=O)O)C3C(=O)N(Cc4ccccc4)C(=O)C23)c1 (stereo not given)	0.98	2
0.98	-5	2	-2	-7	12	OCC1=C[C@@H](O)C2C=CO[C@@H](O[C@@H]3O[C@H](CO)[C@@H](O)[C@H](O)[C@H]3O)C12 (stereo not given in full)	1.1	-6
1.3	-3	-32	12	-3	-12	S=C1NCN(Cc2ccco2)CN1CCc1ccccc1	1.1	-11
0.83	-1	17	-7	-3	-1	[O-][n+]1c2c(nn1-c1ccc(Cl)c(Cl)c1)-c1nonc1CC2	0.91	9
1.1	-1	-5	4	-3	-9	COc1ccccc1CC(=O)NNC(=O)CN(C)S(=O)(=O)c1ccc(Cl)cc1	1.1	-9
1.1	-6	-10	-3	1	13	O=C1N(Cc2cccnc2)C[C@@H]2C[C@@H](c3cccc(Oc4ccccc4)c3)N3CCC[C@@]123	1.1	-11
1.1	1	-14	-1	-1	-8	O=C(NNC(=O)c1ccc(Cl)cc1Cl)c1csc(-c2cccnc2)n1	0.86	14
0.94	1	6	-1	-4	-5	Cn1c(SCC(=O)N2CCCCC2)nnc1-c1ccc(S(=O)(=O)N2CCOCC2)cc1	0.97	3
0.93	-1	7	-1	0	-10	O=C1CC(N2CCN(c3ccccc3F)CC2)C(=O)N1c1ccc2c(c1)OCCO2 (stereo not given)	0.95	5
0.81	6	19	2	-6	-8	CC(C)CC(=O)c1c[nH]c(C(=O)NCCc2ccccn2)c1	0.99	1
0.96	5	4	-13	13	13	COc1ccc(NS(=O)(=O)c2ccc(NC(=O)c3ccc(N(C)S(C)(=O)=O)cc3)cc2)cc1	0.87	13
0.88	1	12	2	3	-17	CCCCN1CC[C@H]2C=CC[C@@H](C(=O)NCCc3ccccc3)[C@H]2C1=O	1.1	-11
0.82	-2	18	22	-6	5	C=CC[n+]1c(-c2ccc(Cl)cc2Cl)csc1Nc1ccc(NC(C)=O)cc1	1.1	-9
1	-3	-1	-9	2	-1	O=C(CN1CCc2ccccc21)NC(=O)NC1CCCCC1	1.1	-10

Molecules from the list above with a nitro group on carbon, in the order listed:
hIAP act	APOBEC3A inh	hIAP block	ATG4B inh	HKDC1 inh	PfG6PD inh	SMILES	mIAP activ	mIAP inh
1.1	1	-11	-1	46*	80*	Cc1ccccc1/C=C/C(=O)c1ccc([N+](=O)[O-])o1	0.87	13
0.99	-5	1	-6	1	13	O=[N+]([O-])c1ccc(N2CCOCC2)cc1NCc1ccccc1	0.92	8

Shown with two lines to a compound: entries from further up.
Order of values – hIAP act	APOBEC3A inh	hIAP block	ATG4B inh	HKDC1 inh	PfG6PD inh	mIAP activ	mIAP inh
COc1ccc(NS(=O)(=O)c2ccc(NC(=O)c3ccc(N(C)S(C)(=O)=O)cc3)cc2)cc1
    0.96	5	4	-13	13	13	0.87	13
CCCCN1CC[C@H]2C=CC[C@@H](C(=O)NCCc3ccccc3)[C@H]2C1=O
    0.88	1	12	2	3	-17	1.1	-11

Additional entries.
hIAP act	APOBEC3A inh	hIAP block	ATG4B inh	HKDC1 inh	PfG6PD inh	SMILES	mIAP activ	mIAP inh
1.7	1	-68	-8	-5	-7	CCn1c(C)nc2cc(C(=O)NNC(=O)Nc3ccc(Cl)cc3)ccc21	1.1	-9
0.85	2	15	4	-2	-15	COc1ccc(S(=O)(=O)N2CCCC2)c(Cl)c1Cl	0.95	5
0.86	-1	14	-4	0	18	COc1ccc(N(C(=O)c2cccc([N+](=O)[O-])c2)S(=O)(=O)c2cccs2)cc1	0.96	4
1	-1	0	3	-2	1	Cc1ncc([N+](=O)[O-])n1CC(=O)Nc1ccc(F)c(Cl)c1	0.97	3
0.97	2	3	0	1	-18	Cc1ccc(SCC(=O)NC(=O)NC(C)C)c(C)c1	1.1	-6
0.84	6	16	-9	1	2	CCc1cc2c(=O)n(Cc3ccccc3)c(SC3CCOC3=O)nc2s1 (stereo not given)	0.9	10
0.92	-2	8	-8	-1	-18	COc1ccc(-n2ncc3c(=O)n(CC(=O)Nc4ccc5c(c4)OCCO5)cnc32)cc1	1	-2
1.1	3	-15	-3	-4	9	Cc1nn(Cc2ccc(Cl)c(Cl)c2)c(C)c1NC(=O)c1sc2ccccc2c1Cl	0.88	12
0.92	-1	8	2	-1	-52	NC(=O)CSc1nnc(NC(=O)c2ccc(S(=O)(=O)N3CCCCC3)cc2)s1	0.96	4
0.74&1.1&1	1&-6&-6	26&-6&-4	-3&-11&-6	-4&-5&-9	8&-6&-1	COCCc1ccc(OCC(O)CNC(C)C)cc1 (stereo not given)	1&1&1	-4&0&-2
0.97	-1	3	10	-9	4	Cc1oncc1C(=O)NC1CCCCC1	1	-1
1.2	-6	-18	3	6	-27	N#Cc1cc(Cl)c(NCC2CCCO2)cc1C#N (stereo not given)	1	-2
0.97	-1	3	-4	-5	-8	O=C(O)/C=C/c1cn(Cc2ccccc2Cl)nc1-c1ccccc1	1	-1
1.1	-4	-11	3	5	1	CCOC(=O)c1ccc(COC(=O)CNC(=O)CNC(=O)c2ccc(OC)cc2)o1	0.9	10
0.91	4	9	-7	-3	-1	CCOC(=O)c1c(C)[nH]c(C)c1C(=O)CSc1nnnn1-c1ccccc1	1.1	-9
1	-4	-2	3	12	11	FC(F)(F)c1nc2ncc(Cl)cc2[nH]1	1	-5
0.89	1	12	2	-8	22	O=S(=O)(NCc1ccc2c(c1)OCO2)c1ccc2oc3ccccc3c2c1	1.2	-16
0.89	-5	11	3	-4	-13	Cn1ccsc1=NC(=O)c1cccc(C#N)c1	0.99	1
1.6	-2	-57	-16	-2	7	COc1ccc(C(=O)c2oc3ccccc3c2NC(C)=O)cc1	0.96	4
0.97	1	3	12	1	16	Cn1ccc2ccc(C3=CC(=O)C[C@H](c4ccc(F)cc4)C3)cc21	0.92	8
0.97	-1	3	-3	3	19	CC(C)c1ccc2nc(NC(=O)C3CC3)sc2c1	1	-3
1.8	-3	-78	-15	-4	9	COc1ccc(C(=O)NNC(=S)NC(=O)c2ccco2)cc1	0.89	12
1.1	-2	-12	1	-3	-5	CC1CCCN(C(=O)CCS(=O)(=O)c2ccc3c(c2)NC(=O)C(C)S3)C1 (stereo not given)	1.1	-7
1	0	-1	-3	-3	-6	CC(=O)Nc1ccc(NC(=O)Cn2cnc3c(cnn3C(C)(C)C)c2=O)cc1	0.98	2
1.1	-3	-14	-10	-1	0	O=C(COC(=O)Cc1c[nH]c2ccccc12)Nc1c(Cl)cccc1C(F)(F)F	1	-4
0.83	-5	17	17	10	-3	COc1ccccc1C(=O)NCCOc1ccc(C(C)(C)C)cc1	0.98	2
0.9	-5	10	-2	-7	1	COC(=O)C(C(=O)OC)C(C[N+](=O)[O-])c1ccc(O)c(OC)c1 (stereo not given)	0.99	1
1.2	-3	-20	-1	-1	-2	CCCNC(=O)C12CCC(C)(C(=O)O1)C2(C)C (stereo not given)	1	-2
1	-1	-2	-12	-3	-5	O=C(O)C1CCN(C(=O)c2ccc3c(c2)OCO3)CC1	0.99	1
1.1	3	-11	-2	-3	6	Cc1cc(OCC(=O)Nc2ccccn2)c2c(C)c(C)c(=O)oc2c1	0.95	5
0.99	2	1	-13	3	18	Cc1ccc2cc3cc(C(=O)NC4CC4)oc3nc2c1	1.1	-6
1.3	-3	-31	2	-7	8	O=C(N/N=C/c1ccc(Br)s1)c1ccccn1	1.1	-8
0.92	-1	8	-20	-4	-3	CC1CN(S(=O)(=O)c2cccc(-c3cn4ccccc4n3)c2)CC(C)O1 (stereo not given)	0.98	2
0.95	-2	5	-2	-2	-10	COC(=O)CS(=O)(=O)c1ccsc1C(=O)Nc1ccc(F)cc1	0.98	2
0.92	-1	8	-10	7	11	CCOC(=O)[C@H]1[C@H]2COc3ccc(Br)cc3[C@@H]2N2C(=O)N(c3ccc(F)cc3)C(=O)[C@@]12C	0.92	8
1	-2	-1	-3	-5	8	Cc1n[nH]c(C)c1CCC(=O)N/N=C/c1c[nH]c2ccccc12	0.9	10
0.89	1	11	11	4	-9	O=C(Nc1ccccc1C(=O)NC(Cc1c[nH]c2ccccc12)C(=O)O)c1ccco1 (stereo not given)	1.1	-8
